Compound activity as filed in PubChem BioAssay.
HT1080-NT tox – kills 2HG-producing HT-1080-NT fibrosarcoma cells. HT-1080-NT fibrosarcoma viability, CellTiter-Glo ATP luminescence, 48 h. Potency, µM (highest dose often 46.1 µM), for the others: at the highest dose activity, negative = less viability, hits mostly cytotoxic. 360,000 compounds, 1.6% hits. AID 686970;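 note: NT is the 2HG producing partner of a matched IDH1 knockdown line; potency is the fitted concentration of half-maximal effect; 0% = DMSO-treated cells and -100% = media-only wells without cells; nearly all actives have a fitted effect of over 55% in size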
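Compounds were tested in concentration-response format on HT-1080-NT cells for 48 hours at 37 degrees C. Cell viability came from CellTiter-Glo luminescence; curves were classified by r2, response magnitude and activity.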
HepG2 tox – HepG2 cytotoxicity, counter-screen for TGF-b inhibitors | HepG2 CAGA-GFP viability, ATP luminescence, 18 h | Potency, µM (highest dose often 46.1 µM), for the others: at the highest dose activity change, negative = cytotoxicity, actives largely listed as cytotoxic | 410,000 compounds, 0.76% hits; note: potency is the fitted concentration of half-maximal effect; some results filed as inactive show a strong effect at the top dose
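HepG2 CAGA-GFP cells (1000/well, DMEM with 1% FBS) received compound, then TGF-beta at 500 pg/mL final, and were incubated 18 hours at 37 degrees C. Viability was read by CellTiter-Glo luminescence. Media-only wells were set as complete cell-killing and DMSO as no toxicity.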
SW480 rerep – DNA re-replication induction in SW480 cells | 340,000 compounds, 1.8% hits | SW480 DNA re-replication, Hoechst DNA content imaging, 48 h | Potency, µM (highest dose often 46.1 µM), for inactives: top-dose re-replication activation, actives largely listed as activators | AID 624297; note: potency is the fitted concentration of half-maximal effect; % of control where 0% means no effect; nearly all actives have a fitted effect of over 55% in size
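Treated cells incubate 48 hr (37 C, 5% CO2), are stained 40 min with Hoechst, and nuclear fluorescence is enumerated; a rise in nuclei with high DNA signal marks re-replication.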
HT1080 IDH1KD tx – toxicity to HT-1080 IDH1 knockdown cells (counter line) | HT-1080 IDH1 knockdown viability, ATP luminescence, 48 h | Potency, µM (top dose mostly 46.1 µM), for inactives: at the highest dose activity, negative = toxicity, hits mostly cytotoxic | 360,000 compounds, 2% hits | AID 686971;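 note: potency is the fitted concentration of half-maximal effect; 0% = DMSO wells and -100% = cell-free medium wells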
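Using the IDH1-knockdown HT-1080 line run in the same batch and compound series as the NT line, viability after 48 h at 37 °C was determined by CellTiter-Glo luminescence and expressed as % activity.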
ATXN viability – reduces viability in counter-screen for ATXN expression inhibitors | S2 cells (HEK-293 line with an ATXN2-luciferase reporter) viability, CellTiter-Fluor protease fluorescence, 24 h | Potency, µM (highest dose often 56.7 µM), most hits filed as cytotoxic | 400,000 compounds, 0.49% hits; note: potency is the fitted concentration of half-maximal effect; nearly all actives have a fitted effect of over 40% in size
IL1B secr inh – blocks inflammasome-driven IL-1 beta release. 360,000 compounds, 4.7% hits. activity change, % at 57.5 µM. THP-1 LPS/ATP IL-1B secretion, AlphaLISA, 16 h; stronger effect = lower value. AID 743279; in the data active = activity change below about -50%; inconclusive = mostly about -30% to -49%; note: % is set by controls: 0 for no effect and ±100 for the full control effect
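THP-1 cells pretreated 1 hr with compounds (up to 57.5 uM final), then stimulated with LPS (250 ng/mL final) plus ATP (1.25 mM final); secreted IL-1B measured by AlphaLISA after 16 hr, decreased signal indicating inhibition.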
ATXN2 expr inh – reduces ATXN2 reporter expression in HEK-293 cells; AID 1745845; Potency, µM (titrated, usually from 57 µM), for the others: at the highest dose activity change, negative = inhibition, most hits filed as inhibitors; HEK-293 ATXN2-luciferase reporter, luminescence, 24 h; 360,000 compounds, 0.72% hits; note: potency is the fitted concentration of half-maximal effect; % is set by controls: 0 for no effect and ±100 for the full control effect; nearly all actives have a fitted effect of over 55% in size
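ATXN2-luciferase reporter cells (luciferase flanked by upstream and downstream ATXN2 gene portions) were treated 24 h at 37 °C with compounds at up to 57 uM. SteadyGlo luminescence gave expression; GF-AFC fluorescence gave viability.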
MCF10A rerep – induces DNA re-replication in MCF 10a normal breast cells | MCF 10A DNA re-replication, Hoechst nuclear intensity, 48 h | Potency, µM (top dose mostly 46.1 µM), without a hit: at the top dose activity, positive = re-replication, usual class: activators | 350,000 compounds, 2.9% hits | AID 624296; note: potency is the fitted concentration of half-maximal effect; % of control where 0% means no effect; nearly all actives have a fitted effect of over 50% in size
KB-3-1 cytotox – kills parental KB-3-1 adenocarcinoma cells | KB-3-1 viability, CellTiter-Glo ATP luminescence, 72 h | Potency, µM (highest dose often 46.1 µM), for inactives: top-dose activity change, negative = cytotoxic, actives largely listed as cytotoxic | 400,000 compounds, 1.4% hits | AID 1347075; note: potency is the fitted concentration of half-maximal effect; % is set by controls: 0 for no effect and ±100 for the full control effect; nearly all actives have a fitted effect of over 60% in size
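Here the drug-naive KB-3-1 line serves as comparator for MDR sub-line selectivity; cells received compound titrations, 72 h at 37 °C, then CellTiter-Glo readout.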
* marks the source's active call; other numbers are inactive results; i = inactive; u = inconclusive; x = no result given; ! = repeats disagree; [ ] = remark or other dose. Unless noted, calls come from the whole dose curve; as a rule, active = well fitted curve in the direction sought with a large enough effect; inconclusive = small, poorly fitted or top-dose-only effect, or another doubt; inactive = no such curve, though single readings can be large; an effect the other way counts as inactive or inconclusive.

canonical_smiles,HT1080-NT tox,HepG2 tox,SW480 rerep,HT1080 IDH1KD tx,ATXN viability,IL1B secr inh,ATXN2 expr inh,MCF10A rerep,KB-3-1 cytotox
O=C(c1cnn2cccnc12)N1CCN(c2ccccc2)CC1,-3%,-14%,11%,12%,i,-2,18%,9%,6%
Cc1ccc(S(=O)(=O)N(C)c2cc(S(N)(=O)=O)c(C)cc2C)cc1,-1%,4%,2%,-1%,i,59,13%,-1%,1%
Clc1ccc(CSc2nccn2Cc2ccccc2)cc1,-14%,-45%,u,-21%,i,-73*,2%,27%,u
O=C(CSc1nc2c(c(=O)[nH]1)CCC2)Nc1ccccc1F,x,2%,x,x,i,x,4%,x,1%
O=C(N/N=C/c1ccc(Sc2ccccn2)o1)c1cc2ccccc2cc1O,5%,-21%,2%,6%,u,-17,7%,25%,1%
Cc1ccc(NC(=O)COC(=O)[C@H](C)N2C(=O)C3CC=CCC3C2=O)cc1S(=O)(=O)N(C)C (stereo not given in full),6%,-41%,-12%,10%,x,-4,-6%,7%,5%
O=C(c1ccc(F)cc1)c1cc2ccc(O)cc2oc1=O,-8%,-52%,u,-18%,u,-12,-24%,10%,0%
O=C(NC1CCCCCC1)c1cc2n(n1)C(C(F)(F)F)CC(c1ccco1)N2 (stereo not given),-21%,-41%,-18%,-18%,i,-8,10%,u,-9%
CN=C1CC(C)(C)CC(=O)/C1=C(/O)CCC(=O)NC,4%,-21%,0%,0%,i,3,-3%,9%,18%
O=c1sc(Nc2ccccc2)nc2ccsc12,16%,-16%,7%,5%,i,47,83%[activator],3%,1%
CCc1ccc(NC(=O)CSc2nccn2-c2cccc(C)c2C)cc1,x,-31%,x,x,i,x,5%,x,17%
OCCSc1nc(-c2cccnc2)nc2ccccc12,u,-24%,3%,u,u,-17,-11%,21%,4%
C=C[C@@H]1c2cc(C)ccc2N(S(=O)(=O)c2ccc(C)cc2)[C@H](c2ccc(OC(C)=O)cc2)C1(C#N)C#N,7.3µM*,6.3µM*!,21%,6.5µM*,u,13,25µM*,3.3µM*,6.5µM*!
CC(C)(C)CC(=O)Nc1nnc(SCC(=O)N2CCCCC2)s1,5%,-2%,-8%,14%,i,16,3%,19%,-1%
Cc1cc(NC(=O)CSc2nc(C(C)(C)C)nc3ccccc23)no1,0%,-60%,u,1%,u,0,5%,u,-1%
Cc1ccccc1Cn1c(C)c(C(=O)NCc2cccc(C(F)(F)F)c2)sc1=O,4%,-8%,x,u,i,-29,6%,x,-2%
COc1ccc(NC(=O)Cn2c(=O)n(Cc3ccccc3Cl)c(=O)c3cc(OC)c(OC)cc32)cc1,x,3%,x,x,i,x,-13%,x,0%
Cc1ccccc1OCCCn1c(=O)sc2ccccc21,12%,-2%,14%,1%,i,6,70%[activator],u,10%
Cc1cc(C)cc(NC(c2cccc(Cl)c2)c2nnc(-c3ccccc3)o2)c1 (stereo not given),x,-18%,x,x,i,x,-5%,x,-2%
COc1cc(/C=C2/C(=O)NN(c3cccc(Cl)c3)C2=O)cc(Br)c1O,-21%,-12%,-3%,5%,u,-15,0%,-2%,0%
CCCn1c(SCC(=O)Nc2ccccc2OC)nnc1-c1ccco1,16µM*,-2%,9.2µM*,18µM*,u,17,5%,6.5µM*,u
N#C/C(C(=O)N1CCOCC1)=C1/SC(Cc2ccc(F)cc2)C(=O)N1c1ccccc1 (stereo not given),0%,22%,u,-3%,i,0,-16%,u,-16%
CCCC(CNC(C)=O)(C1=CCCCC1)c1ccccc1 (stereo not given),1%,42%,x,2%,i,19,x,x,13%
CC1CN(C2CCCCC2)C(=O)NC1=O (stereo not given),21%,12%,-11%,22%,i,26,6%,3%,1%
Cc1ccc(-n2c(=O)cc(N3CC(C)CC(C)C3)[nH]c2=O)cc1 (stereo not given),4%,-9%,-7%,10%,i,5,2%,22%,1%
COc1cccc(N(C(=O)c2snc(C(N)=O)c2N)C(C(=O)NCC2CCCO2)c2ccc(F)cc2)c1 (stereo not given),-2%,2%,4%,-6%,i,0,5%,u,0%
COc1ccc(S(=O)(=O)NCc2ccc(C(=O)O)cc2)cc1,13%,5%,1%,20%,i,4,1%,-3%,6%
CCOc1ccc(OCC(=O)OCC(=O)NCC2CCCO2)cc1 (stereo not given),0%,-1%,0%,16%,i,3,5%,2%,-3%
COC(=O)c1cc2c(s1)-c1ccccc1OC2,0%,-13%,-22%,13%,u,35,23%,10%,-2%
Cc1nn(-c2ccc(Br)cc2)c(=O)c2ccccc12,-4%,-4%,-1%,-1%,i,2,74%[activator],21%,u

Record cards (already shown). Order of screens: HT1080-NT tox	HepG2 tox	SW480 rerep	HT1080 IDH1KD tx	ATXN viability	IL1B secr inh	ATXN2 expr inh	MCF10A rerep	KB-3-1 cytotox
Shown for O=c1sc(Nc2ccccc2)nc2ccsc12 : 16%	-16%	7%	5%	i	47	83%[activator]	3%	1%
Shown for CCCn1c(SCC(=O)Nc2ccccc2OC)nnc1-c1ccco1 : 16µM*	-2%	9.2µM*	18µM*	u	17	5%	6.5µM*	u
Shown for COc1cc(/C=C2/C(=O)NN(c3cccc(Cl)c3)C2=O)cc(Br)c1O : -21%	-12%	-3%	5%	u	-15	0%	-2%	0%
Shown for Cc1ccc(-n2c(=O)cc(N3CC(C)CC(C)C3)[nH]c2=O)cc1 (stereo not given) : 4%	-9%	-7%	10%	i	5	2%	22%	1%
Shown for CC(C)(C)CC(=O)Nc1nnc(SCC(=O)N2CCCCC2)s1 : 5%	-2%	-8%	14%	i	16	3%	19%	-1%

Additional records:
canonical_smiles,HT1080-NT tox,HepG2 tox,SW480 rerep,HT1080 IDH1KD tx,ATXN viability,IL1B secr inh,ATXN2 expr inh,MCF10A rerep,KB-3-1 cytotox
COc1ccc(/C=C(\C#N)c2cc(OC)c(OC)cc2[N+](=O)[O-])cc1,19%,10%,1%,18%,i,23,-6%,-12%,-8%
CC(C)(Cc1ccc(O)cc1)NC(=O)CC(=O)N=Nc1c(O)[nH]c2cc(Br)ccc12,2%,25%,-37%[inhibitor],-8%,i,-3,x,1%,0%
CC1=C(C(=O)N2CCOCC2)CC(CC(=O)NCc2cccs2)C(=O)N1Cc1ccc(F)cc1 (stereo not given),-1%,-6%,x,-1%,i,-2,5%,x,-7%
CC(=O)c1ccc(N2CCN(C(=O)CCS(=O)(=O)c3ccc4c(c3)NC(=O)CS4)CC2)cc1,-4%,-2%,-4%,-17%,i,24,x,-1%,-5%
CCn1c(SCC(=O)C(C)(C)C)nnc1-c1ccccn1,8%,-3%,1%,6%,i,1,9%,23µM*,-4%
CCC(CC)NC(=O)COC(=O)CCC(=O)c1cccs1,15%,12%,-91%[inhibitor],6%,i,12,x,-6%,2%
CC(=O)N1c2ccc(S(=O)(=O)N(C)C3CCCCC3)cc2CC1C (stereo not given),3%,-20%,-5%,1%,i,25,8%,0%,-17%
CCC(C)OC(=O)n1ccc(C(=O)Nc2nccs2)n1 (stereo not given),11%,-6%,-10%,-5%,i,-11,24%,u,3%
CC(OC(=O)/C=C/c1ccco1)C(=O)NC1CCCCC1C (stereo not given),2%,-9%,-13%,-5%,i,16,-18%,1%,-3%
Cc1cc(-c2n[nH]c(=S)n2-c2ccccc2C)cs1,23%,9%,0%,18%,i,41,12%,2%,12%
CCc1cccc2c(=O)c(C(=O)NCCN3CCOCC3)c[nH]c12,17%,-30%,-1%,2%,i,-3,-7%,4%,18%
O=C(C1CC(=O)N(c2ccc(F)cc2)C1)N1CCCCCC1 (stereo not given),22%,-2%,-8%,15%,i,16,6%,-1%,u
C/C(=N\OC(=O)c1ccccc1)c1c(C)nc2cc(C)ccn12,15%,6%,0%,6%,i,-3,-11%,-6%,9%
CCOC(=O)c1c(NC(=O)COC(=O)CCOc2cc(C)ccc2C)sc(C(=O)N(C)C)c1C,3%,4%,-8%,5%,i,12,-8%,2%,1%
COc1ccc(C(=O)CC(Nc2ccc([N+](=O)[O-])cc2)c2ccc(Cl)cc2)cc1 (stereo not given),u,-9%,u,10µM*,i,-53*,-32%,13%,-30%
COc1cc2c(cc1NC(=O)CSc1nc3cc(Cl)ccc3s1)oc1ccccc12,7%,0%,-3%,3%,u,24,-29%,-1%,u
O=[N+]([O-])c1ccc(S(=O)(=O)Nc2nnc(C3CCCCC3)s2)cc1,-11%,-30%,-3%,-7%,u,11,-3%,17%,8%
CCCCNc1ccc(C(F)(F)F)cc1S(=O)(=O)NCCc1ccc(F)cc1,u,5µM*,9%,u,u,-63*,0%,u,0%
CCN=c1scc(C)n1/N=C/c1ccsc1,21%,-19%,-1%,5%,u,-16,75%[activator],15%,-2%
COc1ccc(-c2[nH]ncc2/C=N/NC(=O)c2cc(Br)ccc2O)c(OC)c1,u,-19%,-2%,u,i,86,2%,-3%,0%
COc1ccc(N2CCN(C(=O)CSc3nc(-c4ccccc4)no3)CC2)cc1,x,1%,x,x,i,x,17%,x,0%
S=C(Nc1cc(Cl)ccc1Cl)Nn1cnnc1,1%,-17%,-12%,-2%,u,x,-19%,-21%,1%
CC1CCCCN1S(=O)(=O)c1ccc(C(=O)Nc2nnc(C3CC3)o2)cc1 (stereo not given),-11%,-36%,u,u,i,31,-37%,16%,u
O=C(C[n+]1cc2ccccc2c2ccccc21)c1ccccc1,u,-37%,10%,u,i,-8,-20%,u,u
COc1ccccc1N1CCN(C(=O)/C=C/c2cccs2)CC1,4%,11%,-1%,8%,i,-9,17%,9%,19%
COc1cc(Oc2ccccc2)nc(N)n1,-10%,-8%,4%,1%,i,0,x,6%,-2%
